Efflux pump inh – blocks antifungal efflux pumps in multiplex yeast assay; S. cerevisiae Candida pump triplex, Nile Red efflux; inhibition, % at 10 µM; 330,000 compounds, 0.44% hits; AID 485275;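 active = plate passing quality check with inhibition over a set limit, or well fluorescence over plate mean plus 4 SD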;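 also: Nile Red retained in pooled yeast measured as flow cytometry median fluorescence; 0% = buffer negative control and 100% = Enniatin B positive control; higher means more Nile Red kept so more efflux inhibition; some compounds called inactive have numbers as strong as hits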
PREPL inh – human PREPL enzyme inhibition. recombinant PREPL, fluorescence polarization activity-based probe. inhibition, % at 5.96 µM. Q4J6C6. 320,000 compounds, 0.68% hits; in the data active = inhibition above about 43%;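 also: 0% = enzyme with DMSO and 100% = wells lacking enzyme; many of its hits are not listed in these tables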
Target sequence (Q4J6C6 whole entry, looked up): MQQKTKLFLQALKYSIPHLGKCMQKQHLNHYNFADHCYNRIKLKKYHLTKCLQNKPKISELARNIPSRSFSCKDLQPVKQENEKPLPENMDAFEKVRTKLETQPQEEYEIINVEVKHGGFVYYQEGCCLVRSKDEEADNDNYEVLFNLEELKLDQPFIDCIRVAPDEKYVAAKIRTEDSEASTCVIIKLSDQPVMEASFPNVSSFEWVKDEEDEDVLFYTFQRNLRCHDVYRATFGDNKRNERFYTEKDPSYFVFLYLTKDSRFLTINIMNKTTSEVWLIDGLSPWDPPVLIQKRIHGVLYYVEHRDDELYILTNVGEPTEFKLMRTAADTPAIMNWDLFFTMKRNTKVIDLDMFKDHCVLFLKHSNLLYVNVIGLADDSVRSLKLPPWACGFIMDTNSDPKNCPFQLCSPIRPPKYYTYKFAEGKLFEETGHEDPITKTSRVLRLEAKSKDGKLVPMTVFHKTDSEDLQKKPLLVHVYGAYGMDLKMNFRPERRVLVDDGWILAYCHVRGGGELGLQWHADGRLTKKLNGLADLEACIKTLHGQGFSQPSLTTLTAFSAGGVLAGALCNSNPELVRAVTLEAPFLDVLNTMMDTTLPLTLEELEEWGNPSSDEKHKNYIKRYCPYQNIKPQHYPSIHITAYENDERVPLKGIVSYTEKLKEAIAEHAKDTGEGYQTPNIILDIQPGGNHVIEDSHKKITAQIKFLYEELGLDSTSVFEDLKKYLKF
Numbers without * were called inactive. Not all compounds are listed; the hit share may differ from the screen's.

How did C[C@@H]1COC(=O)[C@H](CC(=O)OC(C)(C)C)C/C=C\C[C@@H](CC(=O)N[C@H](CO)Cc2ccccc2)C(=O)N1 do in these assays?
Efflux pump inh: 0.2; PREPL inh: 18.8

What do the screens show for `Cc1ccc(S(=O)(=O)N2CCC[C@H]2C(=O)Nc2ccccc2Cl)cc1`?
Efflux pump inh: -0.1; PREPL inh: 21.4

What do the screens show for `C[C@H](CO)N1C[C@H](C)[C@@H](CN(C)Cc2ccc(-c3ccccc3)cc2)Oc2c(NS(=O)(=O)c3cn(C)cn3)cccc2C1=O`?
Efflux pump inh: 0.0; PREPL inh: 26.7

What do the screens show for `C[C@@H]1CN([C@H](C)CO)C(=O)c2cccc(NS(=O)(=O)c3ccccc3)c2O[C@H]1CN(C)C`?
Efflux pump inh: 0.0; PREPL inh: 9.8

Results for O=C(OCC(=O)N1CCCCC1)c1cc(S(=O)(=O)N2CCOCC2)c(Cl)cc1Cl ?
Efflux pump inh: -0.2; PREPL inh: 13.1

Results for O=C(C[C@H]1C/C=C\C[C@@H](Cc2ccc(F)cc2)C(=O)OC[C@@H](Cc2c[nH]c3ccccc23)NC1=O)NCCO ?
Efflux pump inh: -0.3; PREPL inh: 45.3*

What do the screens show for `COc1ccc(C(=O)O)cc1S(=O)(=O)Nc1ccc(N2CCCCC2)cc1`?
Efflux pump inh: -0.1; PREPL inh: 10.3

How did CCOC(=O)c1c(C)[nH]c(C)c1C(=O)COC(=O)c1cccnc1OCC do in these assays?
Efflux pump inh: -0.1; PREPL inh: 2.1

What do the screens show for `O=C(Cn1nc(C(=O)O)c2ccccc2c1=O)Nc1cc(S(=O)(=O)N2CCCCC2)ccc1Cl`?
Efflux pump inh: 0.2; PREPL inh: -3.1

How did C=CC[C@@H](CC(=O)N(CCO)Cc1ccccc1)C(=O)NC[C@H](OC(=O)[C@@H](CC=C)Cc1ccc(F)cc1)c1ccccc1 do in these assays?
Efflux pump inh: -0.1; PREPL inh: -30.3

What do the screens show for `COc1cc(C(=O)N[C@H](C(=O)OCC(=O)NC2CCCCCC2)C(C)C)cc(OC)c1OC`?
Efflux pump inh: -0.2; PREPL inh: 6.8

How did CC1CCCC(C)N1C(=O)COC(=O)c1ccc([N+](=O)[O-])o1 (configuration not stated) do in these assays?
Efflux pump inh: 0.0; PREPL inh: 7.5

How did Cc1ccc(S(=O)(=O)N2CCC[C@H]2C(=O)OCc2cc(=O)oc3cc(C)ccc23)cc1 do in these assays?
Efflux pump inh: -0.1; PREPL inh: 17.9

How did CCCn1c(SCC(=O)Nc2ccc(Cl)cc2F)nc(O)cc1=O do in these assays?
Efflux pump inh: -0.2; PREPL inh: 18.4

How did C[C@H](CO)N1C[C@H](C)[C@@H](CN(C)S(=O)(=O)c2ccccc2)Oc2ccc(NS(=O)(=O)c3cccs3)cc2C1=O do in these assays?
Efflux pump inh: -0.1; PREPL inh: -4.3

5 compounds picked at random from the list so far:
What do the screens show for `COc1cc(C(=O)N[C@H](C(=O)OCC(=O)NC2CCCCCC2)C(C)C)cc(OC)c1OC`?
Efflux pump inh: -0.2; PREPL inh: 6.8

How did CCOC(=O)c1c(C)[nH]c(C)c1C(=O)COC(=O)c1cccnc1OCC do in these assays?
Efflux pump inh: -0.1; PREPL inh: 2.1

What do the screens show for `COc1ccc(C(=O)O)cc1S(=O)(=O)Nc1ccc(N2CCCCC2)cc1`?
Efflux pump inh: -0.1; PREPL inh: 10.3

Results for O=C(OCC(=O)N1CCCCC1)c1cc(S(=O)(=O)N2CCOCC2)c(Cl)cc1Cl ?
Efflux pump inh: -0.2; PREPL inh: 13.1

What do the screens show for `C[C@H](CO)N1C[C@H](C)[C@@H](CN(C)Cc2ccc(-c3ccccc3)cc2)Oc2c(NS(=O)(=O)c3cn(C)cn3)cccc2C1=O`?
Efflux pump inh: 0.0; PREPL inh: 26.7

Later entries.
Results for COc1ccc(N2C(=O)N3[C@@H]4c5ccccc5OC[C@@H]4[C@@H](c4ccccc4)[C@@]3(C)C2=O)cc1 ?
Efflux pump inh: 0.1; PREPL inh: 3.4

Results for CC(C)(Oc1ccc(F)cc1)C(=O)OCC(=O)c1ccc(S(C)(=O)=O)cc1 ?
Efflux pump inh: -0.2; PREPL inh: 6.6

What do the screens show for `O=C(COC(=O)c1ccc[n+]([O-])c1)Nc1cc([N+](=O)[O-])ccc1Cl`?
Efflux pump inh: 0.0; PREPL inh: 14.0

How did COc1ccc(OCC(=O)NNC(=O)C2CCC2)cc1 do in these assays?
Efflux pump inh: 0.3; PREPL inh: 11.9

Results for O=C(NC1=NCCS1)c1ccc(F)c(S(=O)(=O)N2CCOCC2)c1 ?
Efflux pump inh: 0.4; PREPL inh: 15.7

Results for O=C(COc1ccc(C(=O)c2ccc(F)cc2)cc1)Nc1cccc(S(=O)(=O)N2CCOCC2)c1 ?
Efflux pump inh: -0.1; PREPL inh: 15.9

Results for COC(=O)c1ccc(CNC(=O)COC(=O)/C=C/c2cc(OC)c(OC)c(OC)c2)cc1 ?
Efflux pump inh: 0.4; PREPL inh: 11.2

Results for C[C@H](CO)N1C[C@H](C)[C@@H](CN(C)S(=O)(=O)c2ccccc2)Oc2ccc(NC(=O)NC3CCCCC3)cc2C1=O ?
Efflux pump inh: 0.5; PREPL inh: 11.2

Results for COc1ccccc1CNC(=O)C(Cc1ccccc1)NC(=O)c1ccccc1 (configuration not stated) ?
Efflux pump inh: -0.1; PREPL inh: -3.0

Results for O=C(COC(=O)COc1ccccc1)Nc1ccc2c(c1)OCCO2 ?
Efflux pump inh: 0.2; PREPL inh: 26.6

What do the screens show for `COc1ccc(CCNC(=O)COC(=O)c2cc(Cl)nc(Cl)c2)cc1`?
Efflux pump inh: 0.0; PREPL inh: 2.2

What do the screens show for `C[C@@H]1COC(=O)[C@@H](CC(=O)OC(C)(C)C)C/C=C\C[C@@H](CC(=O)N(CCO)Cc2ccccc2)C(=O)N1`?
Efflux pump inh: -0.3; PREPL inh: 16.5

Results for CCCCCCSc1ccc(-c2nc3cnccn3c2NCCCC)cc1 ?
Efflux pump inh: 0.1; PREPL inh: 17.1

What do the screens show for `CC(=O)N1CCN(C(=O)c2ccc(C)c(S(=O)(=O)N3CCCCC3)c2)CC1`?
Efflux pump inh: 0.1; PREPL inh: 5.5

Results for C=CCNc1oc(-c2cccc(Cl)c2)nc1C#N ?
Efflux pump inh: -0.2; PREPL inh: 7.5

What do the screens show for `Cc1cc(C)cc(NC(=O)COC(=O)COc2ccc(N(C)S(=O)(=O)c3cccs3)cc2)c1`?
Efflux pump inh: 0.3; PREPL inh: -1.0

What do the screens show for `C[C@@H]1CN([C@H](C)CO)C(=O)Cc2cc(NC(=O)CCC(F)(F)F)ccc2O[C@@H]1CN(C)C(=O)Nc1ccccc1`?
Efflux pump inh: 0.1; PREPL inh: 19.4

How did COc1ccc(-c2ccc3c(c2)O/C(=C\c2ccsc2)C3=O)cn1 do in these assays?
Efflux pump inh: 0.2; PREPL inh: 2.7

How did Nc1cc(N)nc(SCC(=O)NCC(=O)Nc2ccc(F)c(F)c2F)n1 do in these assays?
Efflux pump inh: -0.1; PREPL inh: 7.7

What do the screens show for `CSc1ccccc1C(=O)OCC(=O)Nc1cccnc1Cl`?
Efflux pump inh: -0.1; PREPL inh: 2.1

What do the screens show for `O=C(COC(=O)[C@@H]1CCCN1C(=O)c1cccs1)Nc1ccc(Br)cc1`?
Efflux pump inh: -0.1; PREPL inh: 5.8

Results for COc1cc(CCCN2CCNC[C@@H]2CC2CCCCC2)cc(OC)c1OC ?
Efflux pump inh: -0.1; PREPL inh: 9.1

How did COc1ccc(NS(=O)(=O)c2ccc(C(=O)Nc3c(C)n(C)n(-c4ccccc4)c3=O)cc2)cc1 do in these assays?
Efflux pump inh: 0.1; PREPL inh: 10.8

How did CC(C)CC1(C)NC(=O)N(CC(=O)Nc2ccc3c(c2)OCCO3)C1=O (configuration not stated) do in these assays?
Efflux pump inh: -0.1; PREPL inh: 5.4

What do the screens show for `C=CCN(c1ccccc1OC)S(=O)(=O)c1cccc(C(=O)OCC(=O)N2CC(C)OC(C)C2)c1` (configuration not stated)?
Efflux pump inh: 0.0; PREPL inh: 9.3

What do the screens show for `COC(=O)[C@]1(Cc2ccccc2)N[C@H](CN(C)C(=O)Nc2ccc(OC)cc2)[C@@H]2C(=O)N(Cc3ccccc3)C(=O)[C@@H]21`?
Efflux pump inh: -0.2; PREPL inh: 24.2

What do the screens show for `CCN1C(=O)[C@H]2[C@@H](c3ccc(-c4ccc(F)cc4)cc3)N[C@@](C)(C(=O)OC)[C@H]2C1=O`?
Efflux pump inh: -0.2; PREPL inh: 32.9

What do the screens show for `COc1ccccc1NS(=O)(=O)c1cc(NC(=O)c2ccc(Cl)nc2)ccc1N1CCCC1`?
Efflux pump inh: 0.1; PREPL inh: 28.3

How did Cn1nc(C(=O)NNC(=O)c2cccc(Cl)c2)c2ccccc2c1=O do in these assays?
Efflux pump inh: 0.0; PREPL inh: -8.5

Results for Cc1nn(C)c(C)c1NS(=O)(=O)c1ccc(Cl)s1 ?
Efflux pump inh: 0.1; PREPL inh: 14.3

How did CC(=O)Nc1ccc(NC(=O)C(C)OC(=O)c2ccc(S(=O)(=O)N3CCCCCC3)cc2)cc1 (configuration not stated) do in these assays?
Efflux pump inh: 0.0; PREPL inh: -14.8

How did Cc1ccc(Cl)cc1NC(=O)CN1C(=O)NC(C)(C2CC2)C1=O (configuration not stated) do in these assays?
Efflux pump inh: -0.2; PREPL inh: 3.1

What do the screens show for `Cc1ccc(-c2cc(C(=O)NCC(c3ccccc3)N(C)C)c3ccccc3n2)o1` (configuration not stated)?
Efflux pump inh: -0.1; PREPL inh: -2.8

How did CC1(C)CC[C@@]2(C(=O)O)C(C1)C1=CCC3[C@@]4(C)CC[C@H](O)C(C)(C)C4CC[C@@]3(C)[C@]1(C)C[C@H]2O (some centres not stated) do in these assays?
Efflux pump inh: -0.1; PREPL inh: 21.2

Results for C[C@H](CO)N1C[C@H](C)[C@@H](CN(C)C(=O)Nc2ccc(C(F)(F)F)cc2)Oc2ccc(NS(=O)(=O)c3ccc(F)cc3)cc2C1=O ?
Efflux pump inh: 0.7; PREPL inh: 46.2*

What do the screens show for `CN(CC(=O)Nc1sccc1C(N)=O)S(=O)(=O)c1ccc(Cl)cc1`?
Efflux pump inh: -0.1; PREPL inh: 23.2

Results for CCc1ccccc1N1CC(C(=O)N2Cc3ccccc3CC2C(N)=O)CC1=O (configuration not stated) ?
Efflux pump inh: 0.1; PREPL inh: 11.3

How did Cc1cc(NC(=O)COC(=O)c2ccccc2NCCO)no1 do in these assays?
Efflux pump inh: -0.1; PREPL inh: 15.3

What do the screens show for `CC(=O)c1c(C)[nH]c(C(=O)OCc2nnc(-c3ccc([N+](=O)[O-])cc3)o2)c1C`?
Efflux pump inh: -0.2; PREPL inh: 7.9

Results for Cc1ccc(S(=O)(=O)N(C)c2ccc(OC(=O)c3cc(=O)[nH]c4ccccc34)cc2)cc1 ?
Efflux pump inh: 1.1; PREPL inh: -1.5

How did Cc1ccc(C(=O)OCC(=O)NCc2ccc3c(c2)OCO3)cc1S(=O)(=O)N1CCOCC1 do in these assays?
Efflux pump inh: -0.1; PREPL inh: 16.2

What do the screens show for `O=C(Nc1ccccc1C(=O)NC1CC1)c1ccccc1F`?
Efflux pump inh: -0.3; PREPL inh: 24.9

What do the screens show for `C[C@H](CO)N1C[C@H](C)[C@H](CN(C)Cc2ccccc2)Oc2ccc(NC(=O)Nc3ccc(F)cc3)cc2C1=O`?
Efflux pump inh: 0.2; PREPL inh: 37.0

How did COc1cccc(NC(=O)CN(C)C(=O)c2cccc(S(=O)(=O)N3CC4(C)CC3CC(C)(C)C4)c2)c1 (configuration not stated) do in these assays?
Efflux pump inh: 0.0; PREPL inh: 15.2

Results for CN1CCC(N(C)C(=O)c2cc(S(=O)(=O)N3CCOCC3)ccc2Cl)CC1 ?
Efflux pump inh: -0.1; PREPL inh: 3.1

How did CCCCCCSc1ccc(-c2nc3cc(C)ccn3c2NC2CCCCC2)cc1 do in these assays?
Efflux pump inh: -0.2; PREPL inh: 14.5

What do the screens show for `CCN1C(=NCCOC)N[C@@H](c2ccccc2)[C@H](C(=O)OC)[C@H]1C`?
Efflux pump inh: -0.3; PREPL inh: 7.3

What do the screens show for `O=S(=O)(c1ccc2c(c1)OCCO2)N1C[C@@H]2C[C@H]1CN2S(=O)(=O)c1c(F)cccc1F`?
Efflux pump inh: -0.5; PREPL inh: 10.1

How did N#CC1(NC(=O)COc2ccc(C(N)=O)cc2)CCCC1 do in these assays?
Efflux pump inh: 0.1; PREPL inh: 16.6

What do the screens show for `O=C(CCl)Nc1cccc(S(=O)(=O)NC2=NCCCCC2)c1`?
Efflux pump inh: -0.1; PREPL inh: 8.1

What do the screens show for `COc1cc(C=NNC(=O)Cn2nc(C)cc2C)ccc1OC(=O)C1CC1`?
Efflux pump inh: 0.1; PREPL inh: 1.5

Results for N#Cc1ccccc1S(=O)(=O)N1CCN(C(=O)C2CCCCC2)CC1 ?
Efflux pump inh: 0.3; PREPL inh: 26.7

What do the screens show for `C=CCC[C@@H](Cc1ccc(F)cc1)C(=O)OC[C@H](Cc1c[nH]c2ccccc12)NC(=O)[C@H](CC=C)CC(=O)NCCO`?
Efflux pump inh: -0.2; PREPL inh: 23.8

Results for CC(=O)N1CCN(C(=S)NC(=O)c2ccc(F)cc2)CC1 ?
Efflux pump inh: 0.1; PREPL inh: 7.6

Results for CC(=O)Nc1ccc(NC(=O)COC(=O)[C@@H]2CCCN2C(=O)c2cccs2)cc1 ?
Efflux pump inh: 0.0; PREPL inh: 16.8

Results for O=C1COc2ccc(C(=O)COC(=O)c3ccc(F)cc3Cl)cc2N1 ?
Efflux pump inh: -0.2; PREPL inh: 31.3

How did CC(Oc1ccccc1F)c1nnc(SCC(=O)N(c2ccccc2)C2CCS(=O)(=O)C2)o1 (configuration not stated) do in these assays?
Efflux pump inh: 0.0; PREPL inh: 8.3

How did CCOC(=O)[C@@H]1[C@H]2COc3ccccc3[C@H]2N2C(=O)N(c3cccc(Cl)c3)C(=O)[C@]12C do in these assays?
Efflux pump inh: -0.5; PREPL inh: -74.9

Source: PubChem
